Screening data (PubChem)
PPARg SRC1 recr – promotes SRC-1 coactivator recruitment by human PPARgamma. P37231. PPARgamma-SRC-1 coactivator recruitment biochemical assay. activation, % at 8 µM. actives 0.41% (n = 200,000); in the data active = activation above about 19%;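 also: 0% = DMSO and 100% = reference agonist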
PPARg SRC-2 ag – promotes SRC-2 coactivator recruitment by human PPARgamma; P37231; PPARgamma LBD-SRC-2 recruitment, biochemical; activation, % at 8 µM; actives 0.34% (n = 200,000); in the data active = activation above about 22%;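 also: 0% = vehicle and 100% = reference agonist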
STAT1 blocker – STAT1 signaling inhibition | actives 0.35% (n = 200,000) | NIH 3T3 STAT1-luciferase reporter, IFN-gamma, luminescence | inhibition, % at 5.5 µM;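 active = inhibition above a set limit, the mean inhibition across all tested compounds plus 3 SD, cut at about 34% in these data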;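 also: 0% = IFN-gamma with DMSO and 100% = IFN-gamma with 300 µM nifuroxazide; values of inactives mirror those of a sister screen read the other way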
STAT3 act – STAT3 signaling activation; U3A cells, IL-6 STAT3-luciferase reporter, luminescence; 100% = signal with IL-6 EC80 alone; activation (% of control), % at 5.6 µM; actives 0.91% (n = 190,000); AID 871;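 active = activation above the screen-wide mean of compound activation plus 3 SD, cut at about 130% in these data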;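 also: 0% = background luminescence of wells with medium and substrate only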
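Material: STAT3-luciferase reporter U3A cells. Controls: IL-6-treated wells, 100% activation. Read-out: % activation versus median of IL-6-stimulated wells. Probe or stimulus: IL-6 stimulus at 33 ng/mL final. Timing: compound 1 h, then IL-6 6 h at 37 °C. Signal: reporter luminescence signal.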
PPARg SRC-3 ag – promotes SRC-3 coactivator recruitment by human PPARgamma | biochemical PPARgamma/SRC-3 coactivator recruitment assay | activation, % at 8 µM | actives 0.26% (n = 200,000) | P37231; in the data active = activation above about 23%;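 also: 0% = DMSO and 100% = reference agonist; some compounds past the cut are filed as inactive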
TLR4 MyD88 comp – blocks binding of human TLR4 to MyD88; O00206+Q99836; HeLa CL3-4 TLR4/MyD88 BLA complementation, FRET ratio; inhibition, % at 8.4 µM; actives 0.18% (n = 200,000); AID 861; in the data active = inhibition above about 25%;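 also: 0% = vehicle and 100% = reference inhibitor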
Target sequence (O00206 whole entry, looked up): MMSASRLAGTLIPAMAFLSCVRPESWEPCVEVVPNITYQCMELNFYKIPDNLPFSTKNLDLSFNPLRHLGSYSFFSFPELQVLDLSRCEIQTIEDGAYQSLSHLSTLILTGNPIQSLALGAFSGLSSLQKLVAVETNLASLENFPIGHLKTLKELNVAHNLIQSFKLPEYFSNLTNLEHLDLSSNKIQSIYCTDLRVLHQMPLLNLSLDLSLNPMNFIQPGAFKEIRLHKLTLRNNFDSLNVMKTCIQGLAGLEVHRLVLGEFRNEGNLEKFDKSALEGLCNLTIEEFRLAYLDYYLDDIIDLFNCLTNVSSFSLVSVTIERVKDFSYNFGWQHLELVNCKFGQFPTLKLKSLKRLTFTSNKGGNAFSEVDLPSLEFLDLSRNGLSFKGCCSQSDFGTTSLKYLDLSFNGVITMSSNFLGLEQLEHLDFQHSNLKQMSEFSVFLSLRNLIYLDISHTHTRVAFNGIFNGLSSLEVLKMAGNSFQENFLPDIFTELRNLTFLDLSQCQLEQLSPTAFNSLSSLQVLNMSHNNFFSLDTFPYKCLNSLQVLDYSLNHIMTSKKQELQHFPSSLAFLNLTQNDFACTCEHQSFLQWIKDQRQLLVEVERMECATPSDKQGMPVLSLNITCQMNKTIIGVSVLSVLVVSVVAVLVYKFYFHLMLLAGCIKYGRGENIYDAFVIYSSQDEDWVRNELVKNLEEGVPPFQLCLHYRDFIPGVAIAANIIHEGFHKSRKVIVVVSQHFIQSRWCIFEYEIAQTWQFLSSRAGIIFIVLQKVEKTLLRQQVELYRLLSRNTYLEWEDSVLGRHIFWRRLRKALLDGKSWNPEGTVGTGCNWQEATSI
Target sequence (Q99836 whole entry, looked up): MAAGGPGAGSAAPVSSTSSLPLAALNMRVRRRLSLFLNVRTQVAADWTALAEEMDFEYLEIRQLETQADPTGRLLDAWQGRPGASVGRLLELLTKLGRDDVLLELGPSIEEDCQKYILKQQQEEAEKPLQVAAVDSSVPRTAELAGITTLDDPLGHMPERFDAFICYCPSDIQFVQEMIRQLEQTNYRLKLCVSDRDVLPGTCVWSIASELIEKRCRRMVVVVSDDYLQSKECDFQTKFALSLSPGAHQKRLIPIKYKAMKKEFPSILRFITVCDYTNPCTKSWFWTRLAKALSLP
STAT3 blocker – reduces IL-6 driven STAT3 reporter signal; U3A cells, IL-6 STAT3-luciferase reporter, luminescence; host cell line lacks STAT1; inhibition, % at 5.5 µM; actives 0.89% (n = 190,000); AID 862;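 active = inhibition above the mean inhibition across all screened compounds plus 3 SD, cut at about 44% in these data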;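 also: 0% = DMSO only wells and 100% = 100 µM nifuroxazide control wells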
ROMK primary – human ROMK K+ channel modulation, primary screen; P48048; B-score at 10 µM; Tet-inducible ROMK, thallium flux fluorescence; actives lie on both sides; actives 2% (n = 130,000);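 active = signal ratio slope over the read window, or its plate-corrected B-score, at least 3 SD from the plate mean, either direction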;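 also: B-score of the F/F0 ratio slope over 7 to 12 s after thallium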
RAM network inh – inhibitors of the yeast RAM network | actives 1.8% (n = 190,000) | S. cerevisiae dse1pr::URA3 reporter, 5-FOA growth OD615, 2 d; analog-sensitive cbk1-as2 kinase mutant strain | inhibition, % at 50 µM | AID 868;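 active = inhibition above a set limit, 3 SD over mean compound inhibition, cut at about 8.4% in these data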;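 also: 0% = DMSO-only wells with no growth and 100% = 10 µM 1-NA-PP1 full growth; inhibition rescues growth on 5-FOA so higher OD means more RAM inhibition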
S1P3 antag – antagonists of human S1P3 receptor. Q99500. CHO S1P3 NFAT-BLA reporter, FRET fluorescence, antagonist mode. inhibition, % at 4.98 µM. actives 0.27% (n = 170,000);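 active = inhibition above the plate cutoff, the mean inhibition of test wells on that plate plus 3 SD, cut at about 28% in these data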;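 also: cells challenged with S1P at its EC80 of 0.8 µM; blue over green emission ratio from cleaved BLA substrate after 4 h stimulation; 0% = S1P-stimulated wells and 100% = unstimulated DMSO-only wells; some compounds past the cut are filed as inactive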
SRC2 TRFRET art – flags TR-FRET format artefacts in PPARgamma SRC-2 recruitment agonist screen | TR-FRET artefact counter-screen; stronger effect = higher value | AID 1049 | actives 0.4% (n = 200,000) | TR-FRET ratio at 8 µM; in the data active = TR-FRET ratio above about 2000; also: inactives centre near 1500
Starred values were filed as active, the others as inactive; nt = not tested or not shown.

SMILES	PPARg SRC1 recr	PPARg SRC-2 ag	STAT1 blocker	STAT3 act	PPARg SRC-3 ag	TLR4 MyD88 comp	STAT3 blocker	ROMK primary	RAM network inh	S1P3 antag	SRC2 TRFRET art
O=C(NNS(=O)(=O)c1ccccc1[N+](=O)[O-])c1cccc([N+](=O)[O-])c1	-6	6	0	108	0	6	-8	0.99	1.4	-6	1385
Cc1ccc(C(=O)N2CCn3c(C)ccc3C2C)cc1 (stereo not drawn)	2	9	-2	91	0	7	13	nt	0.2	-2	1550
CCc1[nH]nc2c1C1(CCN(C(=O)OCc3ccccc3)CC1)C(C#N)=C(N)O2	-13	-7	3	72	-5	12	36	nt	0.3	13	1399
Cc1ccc(N(C)C(=O)C2CCN(S(=O)(=O)c3ccc4c(c3)oc(=O)n4C)CC2)cc1	-6	2	5	95	-3	-9	15	nt	0.8	nt	1594
N#CC1(c2c(O)nc3n(c2=O)CCCS3)CCCCC1	-4	-8	-7	100	-2	4	2	0.21	1.0	-45	1618
O=c1c(-c2ccc(Oc3ccccc3)cc2)[n+]([O-])c2ccccc2n1OCc1ccccn1	5	4	4	78	5	8	27	0.18	3.3	nt	1494
COCc1[nH][nH]c(=O)c1C=Nc1ccc(Cl)cc1	-3	15	-4	100	0	7	4	0.44	2.2	nt	1578
O=C(O/N=C/c1ccc2c(c1)OCO2)c1ccc([N+](=O)[O-])cc1	0	4	8	100	1	2	5	0.17	3.7	-3	1703
Cc1ccc(C)c(NC(=O)c2ncn[nH]2)c1	3	-3	8	100	-10	1	5	nt	2.8	nt	1567
CCOC(=O)c1c(C)[nH]c(C)c1C(=O)COC(=O)[C@@H](NC(=O)c1ccccc1OCC)C(C)C	-1	3	4	89	5	8	19	-0.21	2.2	nt	1485
COc1ccc(CN2CCSCC2)cc1O	0	7	1	101	9	2	3	-0.39	2.1	nt	1352
COc1cc(/C=N/O)cc(Br)c1OCc1cccc(Cl)c1	-2	-1	-3	95	-1	-11	13	0.54	9.5*	nt	1540
O=C(N/N=C1\CC2CC=CC12)c1ccc(Br)cc1 (stereo not drawn)	4	-1	-3	106	-2	0	-4	-0.48	1.8	-8	1497
CCOC(=O)N/N=C/c1c[nH]c2ccccc12	0	-7	3	114	-1	-27	-10	nt	-0.4	0	1507
CC(C)(C)NC(=O)C(c1ccccc1)N(C(=O)c1csnn1)C1CC1 (stereo not drawn)	1	-1	4	103	-6	-1	-1	0.1	2.5	12	1517
CN(C)Cc1c(O)ccc2[nH]cnc12	-5	-5	6	100	-1	-2	10	nt	-1.1	-7	1562
CCN(CC)S(=O)(=O)c1ccc2c(c1)nc(CCC(=O)OCc1c(C)noc1C)n2C	-4	9	5	94	-2	0	13	nt	-0.7	-44	1797
COc1ccc(Br)cc1CNC(=O)Nc1cccs1	6	10	4	102	2	-4	3	-1	2.2	nt	1643
Cc1ccc(NC(=O)Nc2ccc(S(N)(=O)=O)cc2)cc1	9	6	-17	99	6	-4	6	-0.0063	1.6	-16	1610
O=C(N/N=C/c1ccc(Br)o1)c1cncc(Br)c1	9	9	2	101	4	5	4	0.47	2.3	-20	1585
CC(C)(C)C(=O)Cn1c(=O)n(CC2CCCO2)c(=O)c2ccccc21 (stereo not drawn)	1	-4	-3	100	-3	1	3	-0.24	2.0	-37	1618
O=C(O)c1ccc(N=c2oc3cc(O)ccc3cc2C(=O)NCc2ccccc2)cc1	2	7	6	111	3	-5	-9	-0.5	1.5	-23	1570
O=c1c2ccccc2nc(-c2cccs2)n1-c1ccc2ccccc2c1	0	-4	0	102	-4	-8	-2	0.012	2.2	4	1568
CCOc1ccc(NC(=O)C[n+]2ccc(N(C)C)cc2)cc1	0	6	4	104	4	7	-7	0.13	1.1	5	1434
CC(=O)/C(C#N)=C1\NC(=O)C(Cc2ccc(C)c(C)c2)S1 (stereo not drawn)	2	4	7	126	4	0	-29	nt	1.7	nt	1410
NC(=O)CSc1nnc(-c2ccccc2Br)n1-c1cccc(C(F)(F)F)c1	4	-3	7	104	-1	-3	-1	0.072	1.2	-12	1477
Cc1c(C#N)c2ccccc2n1CC(=O)NCCc1c[nH]c2ccccc12	5	-14	-5	121	-8	-5	-15	nt	4.7	-25	1496
N#Cc1nc(COc2ccc(Br)cc2)oc1N1CCCCCC1	5	2	-5	89	4	-9	21	nt	6.6	-8	1529
Cc1cc(C)n(-c2cc(C(C)(C)C)nc3c(-c4ccc(Cl)cc4)cnn23)n1	7	-2	-2	94	12	13	11	nt	6.0	nt	1570
CC(C)(C)NC(=O)CSc1nnc(NC(=O)CCn2cnc3ccccc3c2=O)s1	-2	5	-5	100	-3	8	3	0.19	1.2	-12	1545
CC(C)(C)c1cc(-n2ccnc2)n2ncc(-c3ccc(Cl)cc3)c2n1	-4	4	-4	105	-1	5	-11	nt	3.5	0	1502
COc1ccccc1OCC(=O)NN=C(Cc1ccccc1)Cc1ccccc1	-1	-4	0	104	4	-7	-8	-0.75	0.5	5	1531
O=C(N/N=C\c1ccc(-c2ccc([N+](=O)[O-])cc2)o1)c1ccc2c(c1)OCO2	3	2	-13	100	-3	-9	2	nt	3.7	-14	1477
CCOC(=O)c1[nH]c2ccc(F)cc2c1NC(=O)CCN1CCOCC1	2	-4	-9	102	-1	0	1	0.022	0.8	1	1554
Cc1ccc(C)c(N(CC(=O)NC2CCCC2)C(=O)c2cc3cc4cccc(C)c4nc3s2)c1	-3	-5	-3	100	-12	8	2	nt	6.2	nt	1496
Cc1ccccc1NC1=C(Cl)C(=O)N(C2CCCCC2)C1=O	6	5	7	105	6	10	-7	nt	0.6	6	1713
CCC(C)NC(=O)c1c(N)n(/N=C/c2cccs2)c2nc3ccccc3nc12 (stereo not drawn)	-8	4	39*	38	-9	7	82*	nt	5.2	nt	1728
O=C(CNCC1CCCO1)NCc1ccco1 (stereo not drawn)	-4	-3	-7	104	2	0	0	-0.0049	-0.4	-9	1493
O=C(Nc1ccc2c(c1)C(=O)N(c1ccccc1)C2=O)C1CCCO1 (stereo not drawn)	-2	5	-28	94	6	-9	11	-0.63	2.6	nt	1472
O=C(CN1C(=O)C2C3C=CC(C3)C2C1=O)Nc1ccc(C(=O)O)cc1 (stereo not drawn)	-2	3	-4	104	4	-16	0	nt	0.7	nt	1607
Nc1nc(=S)n(-c2ccccc2)[nH]1	1	-5	-3	100	0	-3	4	nt	-0.9	-24	1483
CCOC(=O)N1CCN(C(=O)CN(c2ccc(C)c(C)c2)S(=O)(=O)c2ccccc2)CC1	-4	-5	-1	101	6	4	6	0.16	1.4	nt	1549
CCC(C)NC(=O)c1ccccc1NS(=O)(=O)c1ccc(OC)c(OC)c1 (stereo not drawn)	2	4	-5	101	4	16	2	0.094	2.5	-5	1613
CCOC(=O)/C=C/C(=O)OCC(=O)Nc1c(Cl)cccc1Cl	4	-3	18	112	6	9	-7	-1.2	2.1	-10	1450
O=C(CC(c1ccccc1)c1ccccc1O)NCc1ccccc1Cl (stereo not drawn)	6	1	5	107	-2	-4	-11	-2	4.8	-1	1778
C=CCOC(=O)c1cc(-c2ccc(/C=C3\C(=O)NC(=O)C(C#N)=C3C)o2)ccc1Cl	2	-5	1	103	-8	12	-7	0.95	8.2	nt	1368
CC1(C)Cc2c(c(N3CCOCC3)nc3sc(C#N)c(N)c23)CS1	0	6	-3	101	9	-2	-2	0.25	5.0	nt	1562
COCCN(C(=O)CC1C(=O)NCCN1CC(c1ccccc1)c1ccccc1)C(C)C (stereo not drawn)	5	9	-16	101	4	7	5	0.8	0.0	5	1653
CC#CC(=O)N1CCC(CO)(CCc2ccccc2)CC1	6	3	-10	101	5	-1	1	-0.021	1.5	-14	1467
COc1ccc2c(c1OC)C(=O)N1c3ccccc3C(=O)N(c3ccccc3)C21 (stereo not drawn)	4	7	53*	61	-2	-18	49*	-0.0053	0.9	nt	1570
CC(C(=O)Nc1cccnc1)c1ccc([N+](=O)[O-])cc1 (stereo not drawn)	6	-11	5	96	2	-3	12	0.11	0.8	-11	1373
Cc1cc(CNC(=O)C(C)Cc2ccccc2)nn1C (stereo not drawn)	0	-3	0	101	3	4	-4	-0.18	2.6	-23	1557
CCOc1ccccc1NC(=O)CC1Nc2ccccc2NC1=O (stereo not drawn)	2	5	3	96	13	-4	8	-1.2	3.1	18	1475
COc1ccc(/C=C/c2nnc(NC(=O)CSc3ccc(Cl)cc3)s2)cc1	-7	0	-3	101	2	12	-2	nt	3.9	3	1435
Cc1ccc(C)c(C(=O)N(Cc2nc(-c3ccc(Cl)cc3)no2)C(C)C)c1	0	4	-1	103	10	1	5	nt	5.1	7	1649
CCOC(=O)CCc1c(C)c2ccc(OCC(=O)N(CC)CC)c(C)c2oc1=O	3	1	2	102	-8	-13	-1	nt	2.0	-12	1341
O=c1oc2ccc([N+](=O)[O-])cc2c(N2CCOCC2)c1[N+](=O)[O-]	2	5	-9	103	4	5	0	-0.41	1.9	-6	1534
O=C1OC(Cc2ccncc2)C(O)=C1C1=NCCCN1 (stereo not drawn)	4	-2	1	101	5	-4	-4	0.22	0.1	-12	1629
COC(C(=O)Nc1cc([N+](=O)[O-])ccc1C)c1ccccc1 (stereo not drawn)	-3	1	-3	107	1	-18	-2	-0.15	2.1	-17	1502
O=C(C[n+]1ccccc1)N/N=C/c1ccccc1F	-4	-6	3	97	3	-6	9	0.18	1.5	-10	1727
Cc1ccc(CC2CC(=O)N(Cc3ccco3)C2=O)cc1 (stereo not drawn)	7	9	-45	89	16	1	16	-3.9	2.1	-1	1568
Cc1onc(-c2c(F)cccc2Cl)c1C(=O)NC(=S)Nc1c(C)n(C)n(-c2ccccc2)c1=O	7	-3	4	95	3	-9	7	1.4	5.3	-3	1601
Cc1nnc(NC(=O)CSc2ncnc3c2cnn3-c2ccccc2C)s1	2	12	-1	90	4	-2	18	nt	3.4	nt	1734

By substructure, those above containing two or more sulfur atoms
SMILES	PPARg SRC1 recr	PPARg SRC-2 ag	STAT1 blocker	STAT3 act	PPARg SRC-3 ag	TLR4 MyD88 comp	STAT3 blocker	ROMK primary	RAM network inh	S1P3 antag	SRC2 TRFRET art
CC(C)(C)NC(=O)CSc1nnc(NC(=O)CCn2cnc3ccccc3c2=O)s1	-2	5	-5	100	-3	8	3	0.19	1.2	-12	1545
CC1(C)Cc2c(c(N3CCOCC3)nc3sc(C#N)c(N)c23)CS1	0	6	-3	101	9	-2	-2	0.25	5.0	nt	1562
COc1ccc(/C=C/c2nnc(NC(=O)CSc3ccc(Cl)cc3)s2)cc1	-7	0	-3	101	2	12	-2	nt	3.9	3	1435
Cc1nnc(NC(=O)CSc2ncnc3c2cnn3-c2ccccc2C)s1	2	12	-1	90	4	-2	18	nt	3.4	nt	1734
